Screening results deposited in PubChem BioAssay by National Center for Advancing Translational Sciences (NCATS).
TSHR antag = human thyrotropin receptor antagonism. P16473. TSHR-expressing cells, TSH-stimulated cAMP HTRF, 2 h; hits give low values. activity change, negative = inhibition, % at 11.5 µM. 0.2% of 330,000 active. AID 504810;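 active = activity change below a set negative limit, meaning inhibition stronger than a set level, cut at about -70% in these data; inconclusive = activity change between two set negative limits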; note: % is set by controls: 0 for no effect and ±100 for the full control effect
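Cell-based HTRF cAMP assay; TSHR cells + compound, TSH EC80 (4nM final), 2 h, 37 deg C. Lysis with anti-cAMP cryptate and cAMP-d2, 30 min RT, read 665/620 nm.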
hERG WT inh = inhibitors of human wildtype KCNH2 potassium channel; U2OS, BacMam KCNH2, thallium flux FluxOr; hits give low values; activity change, % at 1.84 µM; 0.37% of 340,000 active;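 active = maximum activity change below -70%; inconclusive = maximum activity change between -70% and -50%; inactive = maximum activity change above -50%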; note: % is set by controls: 0 for no effect and ±100 for the full control effect
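U2OS cells transduced with wild-type KCNH2 virus are loaded with FluxOr dye for 45 min, and thallium flux is measured in kinetic reads before and after stimulation buffer. Rate constants are normalized to DMSO controls.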
Eya2 inh = Eya2 (human) phosphatase inhibition; O00167; AID 488837; Potency, µM (highest dose often 76.9 µM), for the others: top-dose activity, negative = inhibition, most hits filed as inhibitors; 0.006% of 330,000 active; recombinant Eya2, OMFP fluorescence dephosphorylation (OMFP is methylfluorescein phosphate); note: potency is the fitted concentration of half-maximal effect; % is set by controls: 0 for no effect and ±100 for the full control effect
Target sequence (O00167 whole entry, looked up): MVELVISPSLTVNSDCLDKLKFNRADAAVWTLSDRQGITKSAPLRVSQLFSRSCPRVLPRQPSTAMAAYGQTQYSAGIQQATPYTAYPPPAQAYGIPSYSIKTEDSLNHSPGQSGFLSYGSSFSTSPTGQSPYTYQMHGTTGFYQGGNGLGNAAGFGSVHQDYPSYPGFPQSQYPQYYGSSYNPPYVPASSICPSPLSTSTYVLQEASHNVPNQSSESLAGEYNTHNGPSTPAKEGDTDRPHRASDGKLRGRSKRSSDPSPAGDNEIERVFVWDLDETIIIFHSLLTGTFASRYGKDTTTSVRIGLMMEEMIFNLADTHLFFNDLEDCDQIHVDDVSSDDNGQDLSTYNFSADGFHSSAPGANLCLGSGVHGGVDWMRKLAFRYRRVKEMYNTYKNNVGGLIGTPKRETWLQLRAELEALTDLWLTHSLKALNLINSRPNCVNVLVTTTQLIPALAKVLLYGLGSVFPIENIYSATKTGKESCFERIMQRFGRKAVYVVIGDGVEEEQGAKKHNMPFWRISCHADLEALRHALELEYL
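Eya2 protein (added as 0.2 uM solution) was preincubated with compound for 10 min at ambient temperature in 50 mM HEPES pH 7.5, 50 mM NaCl, 5 uM MgCl2, 0.05% BSA, 1 mM DTT. OMFP (added at 50 uM) then reacted 10 min; fluorescence read at 485/525 nm.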
KCNH2 3.1 block = blocks the human KCNH2 3.1 channel isoform | U2OS KCNH2 3.1, thallium flux FluxOr; hits give low values | 0.95% of 340,000 active | activity change, % (tested at about 1.8 µM);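 active = maximum activity change below -70%; inconclusive = maximum activity change from -70% to -50%; inactive = maximum activity change above -50%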;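 note: thallium influx rate constant from kinetic fluorescence after stimulation buffer; % is set by controls: 0 for no effect and ±100 for the full control effect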
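We transduce U2OS cells with the mutant 3.1 virus, culture them overnight, load FluxOr with Red40 quencher for 45 min, then add stimulation buffer and read kinetically for 2 min to derive a normalized rate constant.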
A-T KAP1 phos = potential ataxia-telangiectasia treatments restoring KAP-1 phosphorylation; Potency, µM (doses to about 57.5 µM), without a hit: top-dose activation, usual class: activators; 0.19% of 320,000 active; […] A-T fibroblasts, KAP-1 phosphorylation AlphaLISA; neocarzinostatin DNA damage 30 min before lysis; note: potency is the fitted concentration of half-maximal effect; % of control where 0% means no effect; nearly all actives have a fitted effect of over 45% in size
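ATM-like activity read as KAP-1 phosphorylation via AlphaLISA donor/acceptor antibody pairs after lysis and 6 hr at 25C. Cells were ATM-null patient fibroblasts ([…], hTERT), dosed 60 min, then exposed to the DSB inducer NCS for 30 min.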
USP2a inh = USP2a (human) protease inhibition; O75604; USP2 core, Ub-CHOP2 coupled fluorogenic reporter, 485/531; Potency, µM (doses to about 38.3 µM), inactives show at the highest dose activity change, negative = inhibition, most hits filed as inhibitors; 0.01% of 330,000 active;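 note: potency is the fitted concentration of half-maximal effect; plate controls were DMSO wells for no effect and full inhibition by NEM control for full effect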
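Cell-free coupled assay: 10nM USP2 core preincubated 30min RT with compound in Tris-HCl pH 8.0/CaCl2/CHAPS buffer, then 25nM Ub-CHOP2 and 25nM reporter substrate; fluorescence (Ex 485/Em 531) read after 60min RT, normalized to NEM inhibition, concentration-response curves fitted.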
Mito fusion act = mitochondrial division inhibition or fusion activation; S. cerevisiae fusion-defective mutant growth rescue, CellTiterGlo 48 h; Potency, µM (titrated, usually from 46.1 µM), for the others: at the top dose growth rescue (activation), most hits filed as activators; 0.23% of 320,000 active; AID 485298;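 note: potency is the fitted concentration of half-maximal effect; % of control where 0% means no effect; nearly all actives have a fitted effect of over 45% in size; temperature-sensitive fusion mutants such as fzo1-1 at 37 °C on non-fermentable ethanol glycerol medium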
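Temperature-sensitive fusion-defective S. cerevisiae (e.g. fzo1-1, mgm1-5) were grown with compound in YPEG medium (3% ethanol, 3% glycerol) for 48 hours at 37C. Growth rescue was measured as viability by CellTiterGlo luminescence after 10 minutes at ambient.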
TCR act = activates T cell receptor signaling | primary human leukocytes, anti-CD3, IL-2 HTRF, 48 h | Potency, µM (highest dose often 9.22 µM), for inactives: top-dose activation of IL-2 secretion, most hits filed as activators | 330,000 tested, under 10 active; note: % of control where 0% means no effect
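Primary human leukocytes receive a-CD3 beads and test compound and are incubated 48 hr. Secreted IL-2 is then assayed by HTRF, measuring 665nm acceptor emission after 320nm excitation of the europium donor.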
ELG1 DNA repair = blocks ELG1-dependent DNA repair in HEK293T cells. HEK293T ELG1-luciferase reporter, luminescence, 16 h; DNA damage induced by 5-fluorouridine. 2.3% of 330,000 active. AID 504467. Potency, µM (titrated, usually from 46.1 µM), for the others: at the highest dose activity change, negative = inhibition, hits mostly inhibitors; note: potency is the fitted concentration of half-maximal effect; % is set by controls: 0 for no effect and ±100 for the full control effect; nearly all actives have a fitted effect of over 55% in size
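Quantitative HTS, concentration-response format. 2,000 cells/well co-treated with 5-fluorouridine and compound, 16 hr in 5% CO2 at 37 °C; ONE-Glo luminescence read after 30 min.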
TRPV1 agonist = human TRPV1 agonism; Q8NER1; TRPV1-expressing cells, Fluo-8 calcium influx, agonist mode; activation, % at 8.33 µM; 0.19% of 320,000 active; AID 540275; in the data active = activation above about 80%; inconclusive = between about 30% and that limit; note: 0% is about no effect
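Fluo-8 calcium influx in TRPV1-expressing cells, kinetic read (ex 480/em 520 nm). Compound added and read 3 min for agonist activity, followed by capsaicin at EC20 final and 2 min further read for enhancement.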
Numbers without * were called inactive; i = inactive; ? = inconclusive; . = not tested or not shown; & = joins results of further samples; [ ] = another dose, or the depositor's remark. Unless noted, calls come from the whole dose curve; as a rule, active = well fitted curve in the direction sought with a large enough effect; inconclusive = small, poorly fitted or top-dose-only effect, or another doubt; inactive = no such curve, though single readings can be large; an effect the other way counts as inactive or inconclusive. Some of the compounds tested; the hit share may differ from the screen's.

SMILES,TSHR antag,hERG WT inh,Eya2 inh,KCNH2 3.1 block,A-T KAP1 phos,USP2a inh,Mito fusion act,TCR act,ELG1 DNA repair,TRPV1 agonist
CN(C)c1nc(NN)nc(Nc2ccc(F)cc2)n1,-25,-5,-2%,-12,6%,3%,-20%,10%,?,0
Cc1ccc(CNC(=O)CCS(=O)(=O)c2ccc3nc(C)sc3c2)cc1,-16,-12,6%,-9,12%,1%,1%,9%,0%,4
COc1ccc(-c2nnc(SCC(=O)NCc3cccs3)n2CC(C)C)cc1,-2,-5,-8%,4,1%,1%,3%,-7%,-6%,4
CCC(=O)Nc1nnc(SCc2ccccc2F)s1,4,-1,9%,3,-3%,3%,-3%,4%,-5%,26
Cc1ccccc1OCc1nnc(SCC(=O)Nc2ccc3nc(SCC(=O)Nc4ccccc4)sc3c2)n1C,18,-15,2%,-5,-14%,-2%,-1%,2%,?,-1
O=C(C[C@H]1C/C=C/CC[C@H](Cc2ccc(F)cc2)C(=O)O[C@H](c2ccccc2)CNC1=O)NCCO,-10,2,?,13,20%,8%,.,7%,-7%,.
Cc1cc(C)c(NC(=O)C(C)N2CCCCCC2)c(C)c1 (stereo not drawn),-11,-21,?,?,29%,-2%,-3%,0%,18%,3
COC(=O)Nc1nnc(-c2ccccc2OC)s1,-5,2,1%,6,-9%,5%,-2%,-3%,?,7
CCN(CC(=O)NCc1ccc(F)cc1)C(=O)c1oc2ccccc2c1C,-5,-2,-1%,4,-1%,2%,15%,-6%,0%,22
COc1ccc(CCNC(=O)c2cc(Cl)nc3ccccc23)cc1,21,15,0%,10,-14%,2%,-2%,-5%,-29%,-11
CC1CCN(c2ccccc2NC(=S)NC(=O)c2cccs2)CC1,5,3,?,-2,1%,4%,-11%,-6%,8%,18
CCCc1[nH]n(-c2ccc([N+](=O)[O-])cc2)c(=O)c1C=NCCc1c[nH]c2ccccc12,22,-3,-26%,-21,-8%,0%,4%,2%,?,4
Cc1ccc(/C=C2\C(=O)Nc3ccccc32)o1,39,-24,-1%,-28,-3%,2%,23%,-1%[46.1 µM],12%,0
CC[C@@]1(C(=O)OC)N[C@H](CN(C)C(=O)c2ccc(F)cc2)[C@@H]2C(=O)N(C)C(=O)[C@@H]21,38,-2,7%,-14,1%,2%,.,16%,5%,.
O=C(COC(=O)c1cc([N+](=O)[O-])ccc1N1CCOCC1)NCCc1ccccc1,-9,8,-9%,7,-8%,2%,-3%,-3%,-2%,3
CCN(C(=O)c1cccc(S(=O)(=O)N2CCCCC2)c1)C1CCS(=O)(=O)C1 (stereo not drawn),3,-3,3%,-2,-5%,0%,0%,-2%,16%,3
CC(NC(=O)c1cccc(OC2CCN(C(=O)C3CC3)CC2)c1)c1ccc(F)cc1 (stereo not drawn),-4,4,-6%,0,8%,-1%,11%,-34%,-12%,8
O=C(c1cnn(C(=O)COc2ccc(Cl)cc2)c1)c1ccccc1O,9,0,8%,-1,1%,-1%,-4%,0%[46.1 µM],?,?
NS(=O)(=O)c1ccc(NC(=O)CSc2nnc(Cc3cccs3)n2-c2ccccc2)cc1,27,3,-10%,10,-1%,-5%,11%,3%,?,2
O=C1NC(=O)/C(=C/c2ccc(O)cc2)S1,-6,3,?,8,-4%,0%,-4%,-7%,?,-3
O=C(c1ccco1)N1CCn2cccc2C1c1ccccc1 (stereo not drawn),20,-19,-3%,1,5%,-2%,-9%,4%,?,23
COc1ccc(/C=C/C(=O)Nc2cc(=O)n(C)c(=O)n2C)cc1,0,-4,-2%,-1,-1%,2%,9%,-2%[46.1 µM],?,11
CCNC(=S)Nc1ccc(Cc2ccncc2)cc1,0,-19,-2%,-4,4%,2%,2%,11%,14%,-7
CCC(C)C(NC(=O)c1ccccc1NC(=O)c1ccc(OC)cc1)C(=O)NCc1ccco1 (stereo not drawn),-14,9,11%,-7,-5%,2%,0%,4%,7%,-1
N=C(N)SCCN,-3&-5,-5,2%&10%,-7,-5%,3%,7%&-2%,-4%,1%,-1
CCC(C)(C)NC(=O)CN(Cc1ccccc1)C(=O)CCC(=O)Nc1nccs1,-7,0,-7%,6,6%,0%,0%,-16%,-5%,5
O=C(Nc1ccc(Cl)cc1)N[C@@H]1c2c(ccc3ccccc23)OC[C@@H]1CO,-13,-33,-3%,-15,4%,-6%,-1%,-1%,-21%,.
CC(C)c1ccc(N2C(=O)/C(=C/N(C)C)SC2=S)cc1,-12,3,?,30,-3%,11%,5%,1%,-6%,23
O=C(C1CCN(S(=O)(=O)c2ccc(Cl)cc2)CC1)N1CCCCCCC1,-20,16,-2%,-6,16%,-4%,4%,6%,?,-2
COc1ccc(CN2CCC(CNS(=O)(=O)c3cccc(C(F)(F)F)c3)CC2)cc1,-6,-5,6%,?,-4%,2%,17%,0%,3%,2

Some entries already given with just hERG WT inh.
SMILES	hERG WT inh
COc1ccc(/C=C/C(=O)Nc2cc(=O)n(C)c(=O)n2C)cc1	-4
CCNC(=S)Nc1ccc(Cc2ccncc2)cc1	-19

(more compounds)
SMILES,TSHR antag,hERG WT inh,Eya2 inh,KCNH2 3.1 block,A-T KAP1 phos,USP2a inh,Mito fusion act,TCR act,ELG1 DNA repair,TRPV1 agonist
COc1ccc(CCN(C)C(=O)COc2cccc(-n3cnnn3)c2)cc1OC,-10,3,3%,-4,7%,1%,.,4%[46.1 µM],8%,.
O=C(N[C@H]1C/C=C\C[C@@H](CC(=O)N(CCO)Cc2ccccc2)C(=O)N2CCC[C@H]2COC1=O)OCC1c2ccccc2-c2ccccc21,8,-5,2%,-3,5%,1%,.,1%,0%,.
Cc1ccccc1NC(=O)CSc1ccc(-c2cccnc2)nn1,7,13,6%,20,3%,-1%,1%,-4%,1%,1
COc1cc2c(cc1OC)C(c1ccc(Br)cc1)N(C(=O)c1ccccc1C(=O)O)CC2 (stereo not drawn),12,19,15%,-3,-5%,0%,-2%,7%,?,0
CN1C(C(=O)NCc2cccc(C(F)(F)F)c2)CC2Cn3c(nc4cc(Cl)c(Cl)cc43)C21 (stereo not drawn),10,-8,-15%,-18,-32%,4%,3%,-4%,?,14
COc1ccccc1C(=O)Nc1cccc(NC(C)=O)c1,4,-17,-4%,-9,-3%,0%,0%,.,7%,-3
CC(C)OC(=O)Cn1nnc2c(cnn2-c2ccccc2)c1=O,-8,-7,-14%,-9,2%,2%,4%,-4%[46.1 µM],?,29
Cc1cc(Nc2ccc3c(c2)OCCO3)n2ncnc2n1,-1,4,10%,-6,0%,-1%,3%,3%,?,1
CC1CCCN(C(=O)C2CCN(S(=O)(=O)c3cccc4nsnc34)CC2)C1 (stereo not drawn),-4,22,18%,0,6%,2%,7%,-1%,2%,2
CN1CCN(C(=O)/C=C\c2ccc(Cl)cc2)CC1,-3,49,4%,10,0%,3%,-2%,-3%[46.1 µM],28%,?
CCOC(=O)c1cnn(CCOC(=O)C(C)(C)C)c1NC(=O)C(C)(C)C,11,-9,10%,.,-4%,3%,0%,-2%,-14%,3
Cc1ccc(-c2nn(C(C)(C)C)c3ncnc(N)c23)cc1,-11,-4,3%,-7,-1%,0%,-23%,6%,12%,30
CCOc1ccccc1NC(=O)C(C)CC (stereo not drawn),25,-7,6%,-1,12%,1%,0%,-3%,?,-5
CCN1C(=O)c2ccccc2S(=O)(=O)c2ccc(C(=O)NCc3cccnc3)cc21,6,66,8%,-2,3%,3%,-3%,11%,0%,11
CN(C)S(=O)(=O)c1ccc(NC(=O)c2cc3ccccc3o2)cc1,-17,-11,-1%,4,8%,-1%,5%,-1%,-2%,?
Clc1ccc(CSc2nnc(Cn3cnc4ccccc43)o2)cc1,-24,-25,-2%,-8,2%,-1%,10%,0%,-14%,1
CC(NS(=O)(=O)c1ccc(Br)cc1)C(=O)NCCc1ccccc1 (stereo not drawn),18,-29,-7%,1,1%,2%,-1%,3%[46.1 µM],-3%,-1
O=C(COC(=O)Cc1ccsc1)Nc1ccccc1,-3,i,-23%,1,-3%,1%,2%,0%,0%,-2
COC1CCCN(C(=O)c2ccc(OC3CCN(CCc4ccccc4)CC3)cc2)C1 (stereo not drawn),0,5,1%,2,3%,2%,-1%,.,-10%,0
Cc1ccccc1OC1CCN(C(=O)c2cc(COc3ccccc3)on2)CC1,-28,7,-4%,10,2%,-7%,1%,-3%,18%,11
CCCC/C(C)=N/NC(=O)c1cn(-c2ccccc2)nc1-c1ccccc1,19,-6,-1%,-23,-2%,-2%,1%,-2%[46.1 µM],23%,2
CN=C(NC1CCCCC1)c1ccc([N+](=O)[O-])cc1,-5,23,2%,-8,7%,0%,-3%,-6%,-17%,1
